Bioassay records as filed in PubChem.
NS3 helicase inh = inhibitors of Hepatitis C virus NS3 helicase | NS3 helicase DNA unwinding, Cy5 molecular beacon fluorescence | AID 1800 | inhibition, % at 10.9 µM | 0.56% of 290,000 active;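 active = inhibition above the mean of all tested compounds plus 3 SD, set per campaign, cut at about 35% in these data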;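 also: 0% = DMSO wells and 100% = thioflavine S control wells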
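assay system = NS3 helicase fragment of HCV | buffer or medium = MOPS pH 6.5, MgCl2, DTT, Tween20, BSA | timing = 60 min unwinding reaction at 25 °C after ATP addition | signal = Cy5 beacon fluorescence read at start and 1 h | read-out basis = % inhibition of unwinding | control set = low DMSO, high thioflavine S at 110 µM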
MEKK3 PB1 HTS = raises or lowers MEK5 binding to the human MEKK3 PB1 domain. bead-based flow cytometry, Alexa488-MEK5 binding to MEKK3; actives lie on both sides; 0 = blocked by unlabeled MEK5, 100 = vehicle. binding response (% of control), % at 10 µM. 1.4% of 290,000 active. AID 1529;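 active = binding response more than 3 SD above or below the average of its plate-row segment, actives on both sides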;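 also: Alexa488 bead fluorescence after subtracting the streptavidin-only scavenger bead signal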
Target sequence (Q99759 whole entry, looked up, the tested form may be a part): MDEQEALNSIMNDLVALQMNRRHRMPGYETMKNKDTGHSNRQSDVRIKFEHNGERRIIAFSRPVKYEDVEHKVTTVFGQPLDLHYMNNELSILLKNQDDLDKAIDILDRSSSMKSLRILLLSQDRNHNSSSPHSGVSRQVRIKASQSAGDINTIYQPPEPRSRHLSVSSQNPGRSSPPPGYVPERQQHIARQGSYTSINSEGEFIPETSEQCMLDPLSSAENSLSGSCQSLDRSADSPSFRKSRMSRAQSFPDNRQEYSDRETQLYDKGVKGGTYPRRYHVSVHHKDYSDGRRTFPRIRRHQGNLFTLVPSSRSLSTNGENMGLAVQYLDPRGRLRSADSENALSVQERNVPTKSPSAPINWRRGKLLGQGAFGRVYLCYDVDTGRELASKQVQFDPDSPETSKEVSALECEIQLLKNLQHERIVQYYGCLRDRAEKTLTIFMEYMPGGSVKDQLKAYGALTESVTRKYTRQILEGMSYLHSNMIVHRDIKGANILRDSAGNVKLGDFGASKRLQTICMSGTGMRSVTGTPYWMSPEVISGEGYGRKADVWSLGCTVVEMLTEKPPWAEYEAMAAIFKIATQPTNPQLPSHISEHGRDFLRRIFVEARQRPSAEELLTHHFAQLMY
DNA FID counter = fluorescent intercalator displacement, NS3 helicase counter-screen | DNA fluorescent intercalator displacement, fluorescence | inhibition, % at 7.9 µM | 0.17% of 290,000 active | AID 1845; in the data active = inhibition above about 37%;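 also: 0% = vehicle and 100% = reference compound; higher means more ethidium bromide displaced from hairpin DNA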
VIM-2 inhibitor = blocks Pseudomonas aeruginosa VIM-2 metallo-beta-lactamase. AID 1527. purified VIM-2, nitrocefin hydrolysis, epi-absorbance fluorescence. inhibition, % at 5.6 µM. 0.89% of 290,000 active;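 active = inhibition above the mean of all tested compounds plus 3 SD, cutoff set per screening run, cut at about 7.5% in these data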;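 also: red hydrolysis product quenches plate fluorescence so inhibitors raise well fluorescence; 0% = enzyme with DMSO and 100% = DMSO without enzyme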
IDE cell activ = activators of human insulin-degrading enzyme in cells; P14735; HEK cells, FAbeta-B cleavage, fluorescence polarization; 0% vehicle, 100% cell-free pure enzyme wells; activation, % at 5.96 µM; 0.073% of 340,000 active; AID 493087;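 active = activation above the mean of all tested compounds plus 3 SD, set per screening campaign, cut at about 17% in these data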
IMP-1 inhibitor = blocks Pseudomonas aeruginosa IMP-1 metallo-beta-lactamase. AID 1556. inhibition, % at 5.6 µM. 0.45% of 290,000 active. purified IMP-1, nitrocefin hydrolysis, epi-absorbance fluorescence;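 active = inhibition above the mean plus 3 SD of all compounds in the same screening run, cut at about 4.5% in these data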;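 also: 0% = IMP-1 with DMSO and 100% = DMSO wells lacking enzyme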
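assay system = purified recombinant IMP-1 metallo-beta-lactamase enzyme | schedule = 15 min preincubation plus 25 min reaction at 25 °C | signal = Epi-absorbance fluorescence, 480 nm excitation, 530 nm emission | read-out basis = percent inhibition from optical density relative to buffer-blank wells | controls = IMP-1 with DMSO as 0%, enzyme-free DMSO as 100%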
PHOSPHO1 block = inhibitors of human PHOSPHO1 phosphatase. Q8TCT1. recombinant PHOSPHO1, absorbance phosphatase assay. inhibition, % at 13.3 µM. 1.1% of 290,000 active. AID 1565; in the data active = inhibition above about 60%
Target sequence (Q8TCT1 whole entry, looked up): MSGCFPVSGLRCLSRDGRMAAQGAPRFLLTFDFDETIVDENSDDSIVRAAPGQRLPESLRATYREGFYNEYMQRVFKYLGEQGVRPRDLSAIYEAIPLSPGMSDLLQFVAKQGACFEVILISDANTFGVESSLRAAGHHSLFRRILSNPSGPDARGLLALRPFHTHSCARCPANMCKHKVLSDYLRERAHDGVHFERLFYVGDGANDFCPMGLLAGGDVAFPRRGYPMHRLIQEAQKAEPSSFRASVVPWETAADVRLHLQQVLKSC
UBC9 SUMO inh = SUMOylation inhibition. AID 2006. 0.36% of 290,000 active. inhibition, % at 35 µM. P63279. HTRF SUMOylation assay, SAE1/SAE2 + UBC9, in vitro; in the data active = inhibition above about 50%, passing the limit was not always enough; also: strong numbers were not always called active
Target sequence (P63279 whole entry, looked up): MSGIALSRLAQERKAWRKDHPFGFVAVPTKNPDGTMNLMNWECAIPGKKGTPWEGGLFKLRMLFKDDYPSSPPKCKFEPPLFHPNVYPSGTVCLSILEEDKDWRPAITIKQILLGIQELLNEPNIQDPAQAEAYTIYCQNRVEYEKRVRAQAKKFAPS
pCIP destab = compounds decreasing mouse p/CIP protein stability; Q05BA5; F442A p/CIP-EGFP cells, EGFP fluorescence, 16 h; decrease of EGFP signal, % at 10 µM; 0.01% of 290,000 active; AID 1984;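 active = EGFP signal decrease of at least 30% at 10 µM or well 3 SD below plate mean, unless failing retest; inactive = the rest, including hits failing retest or dose response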; also: some compounds called inactive have numbers as strong as hits; many of its hits are not listed in these tables
Numbers without * were called inactive; · = not tested or not shown; & = joins results of further samples. An excerpt; count on the stated rates, not on these rows.

SMILES	NS3 helicase inh	MEKK3 PB1 HTS	DNA FID counter	VIM-2 inhibitor	IDE cell activ	IMP-1 inhibitor	PHOSPHO1 block	UBC9 SUMO inh	pCIP destab
COc1cc(NC(=O)CSc2nccc(C)n2)c(C)cc1[N+](=O)[O-]	-6	98	-3	-1.0	-5	-3.3	20	4	-16
O=C(Nc1ccc(Cl)cc1)N1CCCC(Cn2cccc2)C1 (stereo not given)	-2	99	-5	-3.2	10	-4.3	3	-14	2
CCOC(=O)CNC(=O)C(Cc1ccccc1)NS(=O)(=O)c1ccc2c(c1)CCC(=O)N2 (stereo not given)	4	108	-3	-2.7	5	-2.4	·	·	·
Cc1c(CCC(=O)O)c(=O)oc2cc3occ(-c4ccc(Cl)cc4)c3cc12	-19	104	-17	0.8	1	-0.9	46	26	-15
Clc1ccc(-c2nnc(CNC3CC3)o2)cc1	-4	109	-2	-1.9	-4	-4.0	2	1	-3
CN(C)CCCNc1oc(-c2ccccc2Cl)nc1S(=O)(=O)c1ccc(F)cc1	-66	105	26	0.7	-3	-1.4	52	-1	-4
O=S(=O)(NCCc1ccccc1)c1ccc(Br)cc1	-19	101	-21	-0.9	-1	-2.8	32	4	-6
Nn1c(Cc2cccc3ccccc23)nnc1SCc1c(F)cccc1Cl	-11	99	-24	-2.9	4	-5.1	-4	3	12
CC(=O)Nc1ccc2c(c1)CN(c1cc(C)ccc1C)CO2	0	102	-5	-1.5	4	-2.6	-5	-6	-4
CCCCCc1ccc(CC(=O)O)cc1	21	·	-4	-0.2	0	-0.7	21	19	-26
COc1cccc(/C=N/Nc2nnc3c(n2)[nH]c2ccccc23)c1OC	2	99	-13	-3.1	-5	-3.6	23	18	2
Cc1cc2nc(C(C)(C)C)cc(N)n2n1	8	106	-3	-1.2	7	-3.9	44	15	3
CCOC(=O)N(C)S(=O)(=O)c1ccccc1[N+](=O)[O-]	2	99	2	-0.7	5	-3.0	-14	-8	-12
CC(C)C(C(=O)NCc1ccco1)N(C(=O)CNS(=O)(=O)c1ccccc1)C1CCCC1 (stereo not given)	4	100	-29	-0.6	0	-1.2	-1	-9	10
COC(=O)c1ccc2c(=O)n(CC3CCCO3)c(=S)[nH]c2c1 (stereo not given)	4	101	-1	-2.5	-1	0.1	-23	2	11
COc1ccccc1CNC(=O)c1ccccc1OC	-8	108	-7	-2.6	0	-3.6	11	8	2
COc1cc(C(c2sc3nc(C)nn3c2O)N2CCN(c3ccccc3)CC2)cc(OC)c1OC (stereo not given)	-12	111	-35	0.3	-1	-2.0	-5	4	-6
O=C1Nc2ccccc2N(O)N1c1cc(-c2ccccc2)[nH]n1	-15	103	-6	-4.5	2	-2.4	42	-2	0
Nc1nc(C(F)(F)F)cc(=O)n1N	8	100	-2	-0.8	4	-3.4	24	7	-5
CC(=O)Nc1c2c(nn1-c1ccc(C)cc1C)CSC2	5	104	-7	-1.1	1	-3.0	-2	7	-16
Cc1ccc2c(=O)cc(C(=O)Nc3ccc(S(=O)(=O)Nc4onc(C)c4C)cc3)oc2c1	7	102	-29	-1.5	1	-3.3	34	7	2
Cc1ccc(Cl)cc1NC(=O)c1ccccn1	-4	82	1	-6.4	-5	-3.8	10	-4	27
O=C(O)c1cccc(NC(=O)c2cccc(NC(=O)C3CCCO3)c2)c1 (stereo not given)	-1	90	0	-0.8	5	-3.1	-12	3	-4
CCN1CCN(CC(=O)Nc2ccc(S(=O)(=O)N3C(C)CCCC3C)cc2)CC1 (stereo not given)	21	107	19	0.5	4	1.4	42	-6	5
CC1CC1C(=O)OCC(=O)NC(=O)NC12CC3CC(CC(C3)C1)C2 (stereo not given)	-17	68	-30	-0.7	2	-1.8	-20	-5	-7
Cc1cccc(NC(=O)CSc2nc(NS(=O)(=O)c3ccccc3)cc(=O)[nH]2)c1	6	95	8	0.4	-1	2.9	32	11	5
CCOC(=O)c1nc(C)nc(Sc2n[nH]c(-c3ccccc3)n2)c1C	-7	113	-24	-3.8	7	-2.7	-8	4	-14
Cc1ccc(-n2c(Cn3cnc4ccccc43)nnc2SCC(=O)O)cc1	0	90	-13	0.7	3	-1.6	4	0	-14
O=C(CSc1nc2ccccc2[nH]1)NC(=O)NCc1ccco1	-6	103	0	-1.9	4	-2.9	26	-14	-7
Cn1c(CSc2ncccn2)nnc1SCC(=O)N1CCCC1	-23	93	8	-3.0	3	-3.4	37	17	-8

Some of the entries so far, with two lines to a compound.
Results follow in this order: NS3 helicase inh | MEKK3 PB1 HTS | DNA FID counter | VIM-2 inhibitor | IDE cell activ | IMP-1 inhibitor | PHOSPHO1 block | UBC9 SUMO inh | pCIP destab
COC(=O)c1ccc2c(=O)n(CC3CCCO3)c(=S)[nH]c2c1 (stereo not given)
 : 4 | 101 | -1 | -2.5 | -1 | 0.1 | -23 | 2 | 11
COc1ccccc1CNC(=O)c1ccccc1OC
 : -8 | 108 | -7 | -2.6 | 0 | -3.6 | 11 | 8 | 2
COc1cc(C(c2sc3nc(C)nn3c2O)N2CCN(c3ccccc3)CC2)cc(OC)c1OC (stereo not given)
 : -12 | 111 | -35 | 0.3 | -1 | -2.0 | -5 | 4 | -6
O=C1Nc2ccccc2N(O)N1c1cc(-c2ccccc2)[nH]n1
 : -15 | 103 | -6 | -4.5 | 2 | -2.4 | 42 | -2 | 0
Nc1nc(C(F)(F)F)cc(=O)n1N
 : 8 | 100 | -2 | -0.8 | 4 | -3.4 | 24 | 7 | -5
CC(=O)Nc1c2c(nn1-c1ccc(C)cc1C)CSC2
 : 5 | 104 | -7 | -1.1 | 1 | -3.0 | -2 | 7 | -16
Cc1ccc2c(=O)cc(C(=O)Nc3ccc(S(=O)(=O)Nc4onc(C)c4C)cc3)oc2c1
 : 7 | 102 | -29 | -1.5 | 1 | -3.3 | 34 | 7 | 2
Cc1ccc(Cl)cc1NC(=O)c1ccccn1
 : -4 | 82 | 1 | -6.4 | -5 | -3.8 | 10 | -4 | 27
O=C(O)c1cccc(NC(=O)c2cccc(NC(=O)C3CCCO3)c2)c1 (stereo not given)
 : -1 | 90 | 0 | -0.8 | 5 | -3.1 | -12 | 3 | -4
CCN1CCN(CC(=O)Nc2ccc(S(=O)(=O)N3C(C)CCCC3C)cc2)CC1 (stereo not given)
 : 21 | 107 | 19 | 0.5 | 4 | 1.4 | 42 | -6 | 5
CC1CC1C(=O)OCC(=O)NC(=O)NC12CC3CC(CC(C3)C1)C2 (stereo not given)
 : -17 | 68 | -30 | -0.7 | 2 | -1.8 | -20 | -5 | -7
Cc1cccc(NC(=O)CSc2nc(NS(=O)(=O)c3ccccc3)cc(=O)[nH]2)c1
 : 6 | 95 | 8 | 0.4 | -1 | 2.9 | 32 | 11 | 5
CCOC(=O)c1nc(C)nc(Sc2n[nH]c(-c3ccccc3)n2)c1C
 : -7 | 113 | -24 | -3.8 | 7 | -2.7 | -8 | 4 | -14

(next part)
SMILES	NS3 helicase inh	MEKK3 PB1 HTS	DNA FID counter	VIM-2 inhibitor	IDE cell activ	IMP-1 inhibitor	PHOSPHO1 block	UBC9 SUMO inh	pCIP destab
COc1ccc(CCN(C)C(=S)NC(=O)c2ccc(F)cc2Cl)cc1OC	-7	98	-24	-0.2	2	-3.1	-79	8	1
Cc1ccccc1-n1c(SCC(=O)N/N=C/c2c(C)nn(-c3ccccc3)c2C)nc2ccccc2c1=O	3	99	-15	-2.7	3	-2.1	-9	-11	-8
CC(C)NC(=O)c1onc(CSc2ccc(Cl)cc2)c1C(=O)NC(C)C	·	100	·	·	3	·	26	7	-14
N=C1CCCN1CC(=O)c1ccc(Cl)cc1	1	131*	-2	-0.1	0	-2.3	11	5	-8
Cn1c2c(c(=O)n(C)c1=O)C(c1ccc(O)cc1)Nc1ccccc1O2 (stereo not given)	2	·	-1	-2.1	5	-2.7	-7	-2	7
COc1cc(C)c(C)cc1S(=O)(=O)N1CCN(Cc2ccccc2)CC1	-4	91	-5	-3.3	5	-4.9	25	13	0
COc1ccc(/C=N/OCc2ccc(Br)cc2)c(OC)c1	-8	106	-11	2.5	1	-1.4	24	-7	0
CCOC(=O)C1=C(C)NC(SCC(N)=O)=C(C#N)C1c1ccncc1 (stereo not given)	2	109	-6	-2.8	-10&-5	-2.3	12	-4	-11
COc1cc(CNn2nnnc2N)ccc1OCc1c(Cl)cccc1Cl	-6	106	-21	-2.1	6	-1.9	10	2	-14
Cc1ccc(C)n1NC(=O)c1cccs1	6	105	1	-0.1	-2	-0.2	-11	10	-5
Cc1ccc(NC(=S)NC(=O)CC2CC(C)(C)OC2=O)cc1 (stereo not given)	13	102	-11	-2.3	-1	-1.9	50	10	0
CN(Cc1cnccn1)Cc1ccccc1OCC(O)CN1CCc2ccccc2C1 (stereo not given)	10	109	6	-1.1	2	-2.3	23	24	0
CCOCCn1c(COc2ccccc2)nc2ccccc21	-3	100	-17	-1.0	2	-1.6	2	18	-16
NNc1nc2c(Cl)c(Cl)ccc2s1	0	102	-2	2.3	-1	-1.8	6	47	-6
O=C(NNc1ccc([N+](=O)[O-])cc1[N+](=O)[O-])c1ccco1	0	96	5	-5.5	1	-8.6	38	-30	-9
CCCOc1ccc(N2C(=O)CC(N3CCOCC3)C2=O)cc1 (stereo not given)	2	91	-1	-0.7	2	-2.7	-56	0	-3
CCOC(=O)N1CCN(C(=O)COC(=O)c2oc3ccc(OC)cc3c2C)CC1	9	102	-23	-0.5	4	-2.6	19	19	-15
CCc1ccc(C(=O)Nc2ccc(C)c(NS(C)(=O)=O)c2)cc1	-6	105	-7	-4.0	·	-2.3	13	10	-7
CCOc1nc(C)cc(C)c1S(=O)(=O)c1cccc(C)c1	-6	64	-15	0.0	·	-2.8	-5	16	-9
O=c1cc(-c2cccc([N+](=O)[O-])c2)[nH][nH]1	19	99	-5	-2.8	6	-2.8	6	-5	-2
CCc1ccc(C(=O)Nc2ccc3nc(C)ccc3c2)cc1	-6	107	-11	0.3	-4	0.9	42	14	-16
Cc1[nH]nc2c1/C(=N\O)CCC2	-8	105	1	-1.6	0	-1.8	42	10	2
COc1cc(C(=O)N2CCN(S(=O)(=O)c3ccc(C)cc3)CC2)ccc1OCc1c(C)noc1C	13	95	-45	-1.6	0	-7.3	3	-7	-6
CN1C(=O)C(C)(C)c2cc(S(=O)(=O)NCC(=O)NCc3ccccc3)ccc21	-1	104	-15	-0.3	2	-2.6	20	1	-10
CN(CCc1ccccn1)C(=O)c1cccnc1Oc1ccccc1	8	91	-3	-2.6	1	-4.6	51	13	-12
N#Cc1c(NC2CCCCC2)nc(-c2ccco2)c2c1CCCC2	13	108	-4	-3.2	3	-0.8	11	29	1
CC(=O)N1CCCc2cc(S(=O)(=O)Nc3ccc(C)cc3C)ccc21	0	97	-16	-2.4	2	-1.7	5	6	-9
CC(NS(=O)(=O)c1ccccc1)C(c1cccs1)N1CCN(c2ccccc2)CC1 (stereo not given)	-15	100	-18	-0.8	9	0.1	0	-3	9
N#CCSc1nnc(-c2ccc(S(=O)(=O)N3CCOCC3)cc2)n1CC1CCCO1 (stereo not given)	8	92	-1	-1.9	3	0.5	27	16	0
CCOc1ccc(C(NC(=O)c2ccco2)c2ccc(OC)c(OC)c2)cc1 (stereo not given)	-12	92	-23	-2.6	4	-3.7	1	-7	2
